Screens as filed in PubChem.
Hep lipid drop – hepatic lipid droplet formation modulation; AML12 mouse hepatocytes, oleate lipid droplets, BODIPY imaging; AID 1656; 240,000 tested, 0.4% active; inhibition, % at 6.5 µM;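 active = lipid droplet intensity inhibited by at least 50%, with more than 500 cells counted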
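System: AML12 hepatocytes (mouse). Probe or stimulus: oleic acid at 100 µM to induce lipid droplet formation. Times: overnight treatment with compound plus oleate. Detection: Image-based BODIPY and DAPI two-channel analysis. Evaluation: percent inhibition of filter-corrected integrated lipid droplet intensity per well.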
Autophagy mod – autophagy modulation, high-content screen; MEF GFP-LC3 puncta imaging; test concentration mostly 10 µM; calls only at 10 µM (by protocol); 190,000 tested, 0.98% active; AID 463193;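 active = percentage of spot-positive cells more than 3 SD above its plate mean, without a fluorescence outlier flag or 80% toxicity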;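 note: spot-positive cell cutoff set from DMSO-treated cells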
MT stabilize HCS – microtubule stabilizers in HeLa cells. HeLa tubulin immunostaining HCS, 24 h; share of cells brighter than vehicle mean+2SD. % tubulin-high responders, % at 10 µM. 200,000 tested, 0.83% active. AID 2205;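 active = plate Z-score above 3 for both tubulin-high and condensed-nucleus cell shares, with cell loss under 80%, at 10 µM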;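 note: anti alpha tubulin signal scored within the nucleus-defined area of each cell; some results filed as inactive read as strong as hits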
bCat nuc transl – beta-catenin nuclear translocation modulation | HeLa beta-catenin nuclear translocation, immunofluorescence imaging | nuclear translocation activity, % at 5 µM | 190,000 tested, 0.3% active;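 active = nuclear translocation activity above 50% at 5 µM, with a well cell count of 50 or more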;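 note: per-cell ratio of nuclear to cytoplasmic median beta-catenin stain intensity; plate controls were DMSO negative control for no effect and GSK-3 inhibitor IX positive control for full effect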
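Test system: human HeLa cells, native beta-catenin. Compound dosing: 5 µM primary single dose, 0.1% DMSO, 0.02–20 µM confirmation series. Incubation: compound exposure 24 h at 37°C. Detection: beta-catenin immunostaining with DAPI counterstain, 20x imaging, 6 fields/well. Read-out basis: Nuclear/cytoplasmic beta-catenin signal ratio, % activation.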
Ins promoter up – MIN6 insulin promoter up-regulation. MIN6 insulin promoter-GFP reporter, high-content imaging; stronger effect = higher value. z-score at 5 µM. 190,000 tested, 0.3% active;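 active = z-score above 3 at 5 µM with at least 500 cells counted in the well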
T cell HTS – T cell immune modulation candidate; 330,000 tested, 0.068% active; 2C CD8+ T cell-vesicle binding, flow cytometry; stronger effect = lower value; calls only at 7 µM;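 active = response, share of CD8 T cells binding vesicles, and their 90th percentile fluorescence all below set limits, cut at about 80% in these data, passing the limit was not always enough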
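Material: 2C TCR transgenic mouse naive CD8+ T cells, MACS-purified. Also added: QL9-charged Drosophila Ld/ICAM-1/B7-1 vesicles. Timing: binding 1.5 h at 37 °C. Measured by: high-throughput flow cytometry with anti-B7-1 and anti-CD8 staining. Read-out: percent CD8+ FL2 mean versus row control. Controls: Unloaded micro-vesicles (low), QL9 vesicles with 0.7% DMSO (high).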
Myeloid diff 2 – myeloid differentiation induction | 360,000 tested, 1% active | AID 624256 | ER-HoxA9 myeloid progenitors, lysozyme-GFP differentiation, flow cytometry | calls only at 10 µM;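 active = normalized GFP-positive differentiation at or above the plate's own cutoff, the solvent-only control mean plus 3 SD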;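 note: cells exposed to compound for four days before flow analysis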
WT yeast gro inh – growth inhibition of WT yeast, mitochondrial fusion screen. AID 1362. inhibition, % at 10 µM. mitochondrial fusion phenotypic screen, WT strain. 190,000 tested, 2.1% active; in the data active = inhibition above about 58%; tested in S. cerevisiae
West Nile antiviral – inhibition of WNV-induced cytopathic effect – cell-based, CPE readout (AID 1621); West Nile virus-infected cells, CPE inhibition; higher % means a stronger effect; one-dose CPE inhibition, % at 10 µM; IC50 in µM for titrated hits; 290,000 tested, 0.02% active; in the data active = a potency from the dose series; note: strong numbers were not always called active
WT yeast gro inh mutant strain – second read-out of WT yeast gro inh, no call of its own (marks repeat the call); inhibition, %; mitochondrial fusion phenotypic screen, mutant strain inhibition
Ins promoter up cell count – second read-out of Ins promoter up, no call of its own (marks repeat the call); cell count; measured here: cytotoxicity, nuclei count;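 total cells summed across four imaged fields per well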
Hep lipid drop cells 6.5 µM – recorded beside Hep lipid drop, whose call it bears; cell count; measured here: cell count, cytotoxicity flag;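 cells counted across two imaged fields per well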
bCat nuc transl cell count 5 µM – further read-out of bCat nuc transl, marked with its call; cell count; measured here: cell count, cytotoxicity flag
T cell HTS vesicle-bound % – further read-out of T cell HTS, marked with its call; double positive events, %; measured here: CD8+ vesicle-bound cell fraction;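 binding gate set so that unloaded-vesicle control wells show 10% double positive cells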
MT stabilize HCS Hoechst-high % – further read-out of MT stabilize HCS, marked with its call; % Hoechst-high responders; measured here: nuclear condensation Hoechst responders;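 share of cells brighter than vehicle mean plus two SD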
MT stabilize HCS cytotoxicity % – also measured in MT stabilize HCS; calls as there; toxicity, %; measured here: cytotoxicity by cell density;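 0% = mean cell density of plate MIN control wells and 100% = no cells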
Autophagy mod cell loss 18 h – second read-out of Autophagy mod, no call of its own (marks repeat the call); toxicity, %; measured here: cell loss, nuclei count;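 cell loss after 18 h compound exposure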
Myeloid diff 2 GFP+ MAC1+ % – second read-out of Myeloid diff 2, no call of its own (marks repeat the call); GFP+ MAC1+ double positive, %; measured here: differentiation confirmed by MAC1 staining
* hit, by the source's call; i = inactive; . = not tested or not shown.

SMILES | Hep lipid drop | Hep lipid drop cells 6.5 µM | Autophagy mod | Autophagy mod cell loss 18 h | MT stabilize HCS | MT stabilize HCS Hoechst-high % | MT stabilize HCS cytotoxicity % | bCat nuc transl | bCat nuc transl cell count 5 µM | Ins promoter up | Ins promoter up cell count | T cell HTS | T cell HTS vesicle-bound % | Myeloid diff 2 | Myeloid diff 2 GFP+ MAC1+ % | WT yeast gro inh | WT yeast gro inh mutant strain | West Nile antiviral
Cc1nn(-c2ccccc2)c(C)c1C(=O)OCC(=O)NC(=O)NC1CCCCC1 | . | . | i | 0 | 1.3 | 0.8 | 8.4 | -1.4 | 1359 | -0.13 | 1726 | i | 32 | i | 0.8 | 6 | 19 | 0.0%
CN(C)c1ccc(C(=O)N2CCCC(CCC(=O)N3CCN(c4ccccn4)CC3)C2)cc1 (stereo unspecified) | 3 | 796 | . | . | . | . | . | . | . | . | . | i | 61 | i | 4.6 | . | . | -0.9%
CC(C)c1cc(C(=O)N/N=C/c2ccoc2)cs1 | -11 | 672 | . | . | . | . | . | . | . | . | . | i | 14 | i | 0.5 | . | . | -0.1%
COC(C(=O)NNC(=O)CCc1ccccc1)c1ccccc1 (stereo unspecified) | 2 | 683 | i | 11 | 1.7 | 3.2 | 10 | -4.3 | 1066 | 0.26 | 1272 | i | 26 | i | 0.9 | -16 | -9 | -0.1%
Cn1nc(C(F)(F)F)c(C#N)c1N1CCN(c2cccc(C(F)(F)F)c2)CC1 | -13 | 746 | i | 3 | 1.6 | 1.3 | 6.7 | -1.6 | 1179 | 0.53 | 1288 | i | 3 | i | 0.4 | 9 | 32 | 0.6%
N#Cc1nc(-c2ccco2)oc1NCCN1CCOCC1 | 2 | 721 | i | -28 | 3.2 | 1.5 | 5.3 | -6.0 | 1133 | -0.52 | 1278 | i | 11 | i | 6.9 | 23 | 16 | -0.5%
COC(=O)c1ccc(NC(=O)CCS(=O)(=O)c2ccc(C)cc2)cc1 | 3 | 825 | . | . | . | . | . | . | . | . | . | i | 32 | i | 0.3 | . | . | -0.4%
O=C(CSC1=NCCS1)N1CCc2ccccc21 | -17 | 762 | i | 0 | 2.8 | 1.8 | 2.7 | -0.2 | 1000 | -0.65 | 1283 | i | 20 | i | 0.6 | 12 | 9 | 0.3%
CNC(=O)N(O)C1N(/N=C/c2ccc(N(C)C)cc2)C(=S)SC1(C)C (stereo unspecified) | -10 | 408 | . | . | . | . | . | . | . | . | . | i | 26 | i | 0.5 | . | . | 0.3%
O=[N+]([O-])c1ccc2nc(-c3cccnc3)[nH]c2c1 | 8 | 887 | . | . | . | . | . | . | . | . | . | i | 51 | i | 0.8 | . | . | -0.9%
Cc1nc2scc(C)n2c(=O)c1S(=O)(=O)NCC1CCN(Cc2ccc(F)cc2)CC1 | -27 | 687 | . | . | . | . | . | . | . | . | . | i | 42 | i | 0.0 | . | . | -0.4%
Cc1ccc(-n2c3c(c(O)c(-c4ccccc4)c2=O)C(=O)CC(C)(C)C3)cc1 | 6 | 651 | i | -5 | 1.9 | 1.9 | 6.7 | . | . | -1.1 | 1244 | i | 42 | i | 0.4 | 0 | -16 | -1.2%
CC(C)Sc1ccc([N+](=O)[O-])cc1C(=O)Nc1ccncc1 | 2 | 726 | . | . | . | . | . | -1.3 | 1133 | 0.05 | 1638 | i | 25 | i | 0.5 | . | . | -0.5%
CN1/C(=C/C2CC(=O)NC2=O)C(C)(C)c2ccccc21 (stereo unspecified) | 8 | 793 | i | 1 | 0.7 | 0.6 | 4.8 | 6.8 | 1000 | . | . | i | 10 | i | 0.7 | 9 | 16 | 3.2%
NC(=O)N1CCC2(CC1)NC(=O)N(c1ccccc1)N2 | -8 | 735 | i | -4 | 3.0 | 2.7 | 11 | -0.2 | 1030 | 0.96 | 1061 | i | 52 | i | 0.3 | -14 | 13 | -0.5%
CCCc1cc(=O)oc2c(C)c(OCC(=O)NC3CC(C)(C)NC(C)(C)C3)ccc12 | -10 | 699 | . | . | . | . | . | . | . | . | . | i | 30 | i | 1.3 | . | . | 0.2%
Cc1cccc(C(=O)N/N=C/c2ccncc2)c1 | . | . | i | -11 | 2.3 | 1.6 | 2.8 | -0.9 | 1319 | 0.3 | 1545 | i | 36 | i | 0.8 | -1 | -22 | 0.9%
Cc1ccc(C)c(-n2cc[nH]c2=S)c1 | 6 | 584 | i | -28 | 4.3 | 2.8 | 9.0 | 1.2 | 998 | 0.12 | 1533 | i | 32 | i | 0.7 | -3 | 20 | -0.1%
COC(=O)c1cc(S(=O)(=O)NCCCc2ccco2)c[nH]1 | -4 | 694 | . | . | . | . | . | . | . | . | . | i | 30 | i | 1.3 | . | . | -0.4%
Cc1ccccc1OCC(=O)NCC(=O)N/N=C/c1cccc([N+](=O)[O-])c1 | 1 | 730 | i | -5 | 1.5 | 3.0 | 7.0 | 0.7 | 1591 | -0.33 | 1469 | i | 34 | . | . | 6 | 23 | 0.6%
CCCCn1c(N)c(N(CC(C)C)C(=O)c2ccc(COc3ccccc3)o2)c(=O)[nH]c1=O | -2 | 673 | . | . | . | . | . | . | . | . | . | i | 37 | i | 0.0 | . | . | -0.1%
O=C(CCC1CCCN(C(=O)c2ccsc2)C1)N1CCN(c2ccccn2)CC1 (stereo unspecified) | 2 | 726 | . | . | . | . | . | -0.3 | 1324 | -0.28 | 1077 | i | 51 | i | 0.7 | . | . | -0.9%
O=C1CN(C(=O)c2ccccc2)C(c2ccccc2)c2cc(Cl)ccc2N1 (stereo unspecified) | 2 | 742 | . | . | . | . | . | . | . | . | . | i | 64 | i | 0.7 | . | . | 0.4%
Cc1cccc(N=C2NN=C(c3ccc4c(c3)OCCO4)CS2)c1 | . | . | i | 9 | 9.4 | 4.7 | 2.2 | -2.5 | 1336 | -0.88 | 1608 | i | 21 | i | 4.8 | 4 | -1 | -1.0%
Cc1ccc(CNC(=O)c2ccc(CS(=O)Cc3ccccc3Cl)o2)cc1 (stereo unspecified) | -20 | 736 | . | . | . | . | . | . | . | . | . | i | 3 | i | 0.5 | . | . | 0.5%
O=C(c1ccc(Cl)cc1Cl)C1(n2cncn2)Oc2ccccc2C1O (stereo unspecified) | . | . | i | -3 | 2.9 | 3.0 | 5.2 | -7.1 | 911 | 0.88 | 1312 | i | 14 | i | 1.3 | -43 | 8 | -0.8%
CC(C)(C)c1ccc(OCCNC(=O)c2ncn[nH]2)cc1 | -3 | 785 | i | 2 | 2.9 | 2.2 | 8.6 | . | . | -0.14 | 929 | i | 33 | i | 0.6 | -9 | -13 | -0.3%
CCN1CCN(c2ncnc3c2sc(=S)n3-c2ccccc2)CC1 | 1 | 648 | i | -7 | 5.5 | 2.4 | 0.2 | -0.7 | 1059 | . | . | i | 21 | i | 2.7 | 22 | 31 | -0.2%
COc1ccc2c(c1)C(C)CC(C)(C)N2C(=O)NC1CCCCC1 (stereo unspecified) | 1 | 770 | i | -51 | 2.6 | 0.8 | 11 | -0.1 | 555 | 0.03 | 1133 | i | 49 | i | 0.0 | 0 | -6 | -0.1%
COc1ccc(N(CC(=O)NCc2ccco2)S(C)(=O)=O)c(OC)c1 | 0 | 720 | i | -4 | 2.5 | 2.4 | 8.3 | 0.5 | 1027 | 0.1 | 1498 | i | 38 | i | 0.6 | -3 | -3 | 0.1%
CC(=O)c1ccc(NC(=O)C2CCN(S(=O)(=O)c3cccnc3)CC2)cc1 | 2 | 702 | . | . | . | . | . | . | . | . | . | i | 37 | i | 0.7 | . | . | -0.1%
COc1ccc(NS(=O)(=O)c2ccc(/C=C/C(=O)O)cc2)cc1S(=O)(=O)N1CCOCC1 | -4 | 733 | . | . | . | . | . | -2.0 | 976 | 0.7 | 1370 | i | 21 | i | 0.5 | . | . | 0.4%
O=C(Nc1cccc(-n2cnnn2)c1)c1cccc(Cl)c1 | 5 | 675 | . | . | . | . | . | . | . | . | . | i | 9 | i | 1.2 | . | . | -0.6%
COc1cc(Sc2ccc(C)cc2)c(OC)cc1N | . | . | i | 11 | 1.8 | 0.9 | 1.1 | 2.9 | 1402 | -0.2 | 1206 | i | 11 | i | 1.1 | 5 | -7 | -0.7%
O=C(C1=C(O)C(=O)N(CC2CCCO2)C1c1ccccc1Cl)c1ccco1 (stereo unspecified) | -2 | 808 | . | . | . | . | . | . | . | . | . | i | 20 | i | 1.0 | . | . | 0.3%
CCCSC1=C(C#N)C(c2ccc(OC)cc2)C2=C(CC(C)(C)CC2=O)N1 (stereo unspecified) | -2 | 732 | i | 25 | 1.2 | 1.1 | 2.0 | 0.3 | 1195 | -1.2 | 1298 | i | 19 | i | 1.7 | 19 | 3 | -0.4%
CSc1ccc(S(=O)(=O)Nc2c(C)n(C)n(-c3ccccc3)c2=O)cc1 | -3 | 796 | . | . | . | . | . | . | . | . | . | i | 58 | i | 0.5 | . | . | -0.1%
Cn1c(-c2cccc(F)c2)nc2c1c(=O)[nH]c(=O)n2Cc1ccccc1 | 15 | 769 | . | . | . | . | . | . | . | . | . | i | 21 | i | 0.4 | . | . | -0.3%
